# PGC1a acetyl inh – lowers PGC1a acetylation signal in U2OS cells. AID 651687. inhibition, % at 15.6 µM. AlphaScreen anti-acetyl-lysine; with virally co-expressed GCN5 acetyltransferase. 350,000 tested, 0.17% active;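 active = every replicate shows inhibition of at least 40%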;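 note: 0% = neutral control wells and 100% = positive control wells; some results beyond the cut were filed as inactive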
# GSIS activator – GLuc luminescence reporter in INS-1E cells, primary screen for activators of glucose-dependent secretion of insulin; INS-1E GLuc reporter insulin secretion, 2-3 h; activation, % at 16.6 µM; 370,000 tested, 0.61% active;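 active = lowest replicate activation of at least 40%, so every replicate reaches that level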;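 note: 0% = median of neutral control wells and 100% = median of IBMX positive control wells; some compounds called inactive have numbers as strong as hits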
# Cneo AK release – Cryptococcus neoformans lysis via adenylate kinase release; lysis activity, % at 15 µM; C. neoformans lysis, adenylate kinase release luminescence, 4 h; normalised: neutral wells 0, clomiphene wells 100; 360,000 tested, 0.2% active;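 active = mean lysis activity across replicates of at least 80%, whatever share of replicates individually reach that level; inactive = mean lysis activity below 80%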
#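 Assay system: log-phase C. neoformans yeast / Quantity: yeast cell density of 5 × 10^6 cells/mL / Medium: fresh YPD growth medium / Compound: single dose / Timing: static 4 h at 37 °C with compound, 1 h detection / Measured by: adenylate kinase release luminescence / Read-out: lysis from increased AK signal / Benchmarks: Clomiphene as positive lysis control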
# PglD DTNB – inhibitors of Campylobacter jejuni PglD acetyltransferase | purified PglD enzyme, DTNB colorimetric CoA detection | inhibition, % at 12.5 µM | 360,000 tested, 0.098% active | AID 602405; in the data active = inhibition above about 16%, passing the limit was not always enough; note: strong numbers were not always called active
# F508del corr – correctors of CFTR F508del function in bronchial epithelial cells. CFBE cells, YFP halide quenching; stimulated with forskolin plus potentiator P3; % fluorescence drop versus neutral controls. activity (quench increase), % at 7.58 µM. 350,000 tested, 0.36% active. AID 720511;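 active = mean added fluorescence quench of at least 8% versus neutral control, with both replicates also reaching 8%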;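 note: cells transiently co-express mutant CFTR-F508del with the halide-sensitive YFP; corrector assay measuring rescue of mutant channel to the surface after 24 h compound exposure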
# C2C12 statin – suppression of simvastatin myotoxicity | C2C12 myotubes + simvastatin, ATP luminescence, 48 h; scaled: DMSO 0, geranylgeraniol control 100 | rescue of ATP level, % at 7.49 µM | 330,000 tested, 0.78% active | AID 602340;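 active = mean ATP rescue above about 67%, or every replicate alone reaching that limit, limit read from the data, passing the limit was not always enough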;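 note: myotubes were challenged with 10 µM simvastatin during compound exposure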
# FN deposit inh – fibronectin deposition inhibition; AH1F fibroblasts, Alexa488-fibronectin deposition fluorescence, overnight; 350,000 tested, 0.086% active; inhibition, % at 12.6 µM;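 active = mean inhibition across replicates of 30% or more, regardless of how many single replicates reach that level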;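 note: positive control wells lacked labelled fibronectin entirely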
#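 test system = AH1F fibroblasts assembling fluorescent fibronectin matrix | quantity = 10000 AH1F cells per well | buffer or medium = DMEM plus 2% serum, read in PBS | doses = single dose, pinned | incubation = 1 h cell attachment, overnight exposure to compound and label | detection = fluorescence at 485 nm excitation, 525 nm emission | read-out basis = inhibition from reduced deposited-fibronectin fluorescence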
# miR122 inh – blocks miR-122 activity in Huh7 sensor cells; Huh7 miR-122 Renilla luciferase sensor, 48 h; neutral wells = 0, positive control = 100; activation (reporter increase), % at 12.5 µM; 340,000 tested, 0.3% active; AID 602342;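 active = mean replicate activation score at least 90 and every replicate individually at or above 90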;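 note: higher luciferase means less miR-122 activity so hits act as miR-122 inhibitors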
# The depositor's hits bear a star; . = not tested or not shown; [ ] = another dose, or the depositor's remark.
SMILES,PGC1a acetyl inh,GSIS activator,Cneo AK release,PglD DTNB,F508del corr,C2C12 statin,FN deposit inh,miR122 inh
CC(C)c1ccc2c(c1)C1(NN=C(c3ccccc3)S1)C(=O)N2 (stereo unspecified),3,.,-1,-2,.,-14,.,0
COc1cc(C(=O)NC(=S)N(CCC#N)Cc2cccnc2)cc(OC)c1OC,-2,.,0,3,0.8,6,-2,3
CCN(CC(=O)NCCc1ccccc1)S(=O)(=O)c1ccccc1,-15,12,-1,-1,0.9,-4,4,-1
Cc1c(NS(=O)(=O)c2cc(C(=O)N(C)Cc3ccccc3)ccc2Cl)c(=O)n(-c2ccccc2)n1C,6,1,3,-5,-0.6,1,-1,9
CC(C)N(C(=O)NC(=O)NCC1CCCO1)S(C)(=O)=O (stereo unspecified),-18,2,1,-4,.,7,.,3
Clc1cccc(-c2nc3ccc(Br)cn3c2Cc2ccsc2)c1,-2,-2,0,3,3.0,-5,-6,7
Cc1ccc(C(C)C)c(OCCn2c(=O)oc3ccccc32)c1,-21,.,1,3,.,-13,.,-12
C/C(CC(=O)NCc1ccc(Cl)cc1)=N\NC(=O)COc1ccc(C)cc1Br,17,0,0,0,-3.5,-4,-7,-2
CC(=O)c1ccc(CCCCc2ccc(C(C)=O)cc2)cc1,-4,.,-1,-1,-1.0,5,.,.
COc1ccc(C(=O)N2C[C@H]3[C@@H](c4ccccc42)[C@H](CO)N3Cc2ccccc2Cl)cc1,-19,-14,39,0,1.9,32,4,4[16.7 µM]
C[C@@H]1CN([C@H](C)CO)S(=O)(=O)c2ccc(-c3ccccc3F)cc2O[C@H]1CN(C)C,-12,14,-1,1,-0.2,-7,.,11[16.7 µM]
Cc1noc(C)c1NC(=O)N[C@H]1CC[C@H](CC(=O)N2CCN(C)CC2)O[C@H]1CO,-1,4,3,2,-2.9,-4,-11,.
C[C@H](CO)N1C[C@H](C)[C@H](CN(C)S(C)(=O)=O)Oc2c(NC(=O)c3ccncc3)cccc2C1=O,11,18,0,-1,1.4,3,.,67[16.7 µM]
COc1ccc(S(=O)(=O)Nc2cc(C)c(O)c(S(=O)(=O)c3ccccc3)c2)cc1,-35,.,0,2,.,9,3,129*
CCCC(=O)Nc1ccc2c(c1)OC[C@@H](C)N(Cc1ccccn1)C[C@H](C)[C@@H](OC)CN(C)C2=O,-2,-12,-3,4,1.3,-12,11,.
CCCOc1ccc(CC(=O)NCc2ccco2)cc1OC,-2,.,-2,3,.,29,.,-4
CS(=O)(=O)Nc1nnc(Cc2ccccc2)s1,-12,.,-2,-5,.,-10,.,0
CCCCc1cc(C)c(S(=O)(=O)c2ccccc2C)c(=O)[nH]1,.,37,-2,0,1.1,-3,-8,-6
COc1ccc(CCNC(=O)COC(=O)c2ccc(C)s2)cc1OC,.,42*,1,2,-0.8,2,-2,.
O=C(C[C@H]1C=C[C@@H](NC(=O)c2cccnc2)[C@@H](CO)O1)NCc1ccc(Cl)c(Cl)c1,-8,-7,-8,19,1.9,-12,-3,2[16.7 µM]
CCS(=O)(=O)Nc1cc(C(=O)OC)ccc1C(=O)OC,-59,25,-2,0,.,2,4,4
CCS(=O)(=O)N1CCC(C(=O)NCc2ccccn2)CC1,-3,8,0,3,.,16,.,.
O=C1CCCN1CCC12CC3CC(CC(C3)C1)C2,-1,5,0,2,-4.6,-2,12,0
COc1ccc(C(=O)NCC(c2ccco2)N2CCc3ccccc32)c(OC)c1 (stereo unspecified),.,2,4,2,4.6,14,1,.
Cc1cc(C)c2c(=O)[nH]c(SCC(=O)Nc3cccc(S(=O)(=O)N(C)C)c3)nc2n1,.,-7,-1,-7,-3.2,9,0,.
C=CCn1c(SCc2csc(C)n2)nc2sc3c(c2c1=O)CCCCC3,.,.,1,0,.,-3,-7,-21
CC(=O)N1[C@@H]2CN(S(=O)(=O)c3ccccc3F)c3ccccc3[C@@H]2[C@@H]1CO,16,4,92*,1,-0.7,-12,.,33[16.7 µM]
COC(=O)CCCCCNc1ccc(C(=O)OC)cc1N,2,-1,-3,-2,.,-1,.,-5
Cc1c(=O)n(OCc2ccccc2)c2ccccc2[n+]1[O-],-12,.,1,1,.,2,.,3
CO[C@@H]1CN(C)C(=O)c2ccc(NC(=O)c3ccccc3F)cc2OC[C@@H](C)N(CC2CC2)C[C@H]1C,-9,-12,-7,-2,-3.1,-3,5,25[16.7 µM]
Cc1nn(-c2ccccc2)c(C)c1C(=O)OCC(=O)N(C)c1c(N)n(Cc2ccccc2)c(=O)[nH]c1=O,11,2,.,.,-0.8,5,-1,-10
CCOc1ccc(-c2nnc(SCC(=O)N3CCN(c4ccccc4)CC3)o2)cc1,.,4,0,-1,4.4,-5,-7,-5
Cc1cc(Br)cc2c(C(=O)NCC3CCCO3)cc(-c3cccs3)nc12 (stereo unspecified),0,-2,-2,-7,2.6,.,-2,.
COc1ccc(C2=C/C(=C\c3ccccc3OC(C)=O)C(=O)O2)cc1,.,-6,-2,0,-0.5,8,4,-2
C[C@@H]1CN([C@@H](C)CO)C(=O)c2cccc(NC(=O)c3ccc(-c4nccs4)cc3)c2O[C@H]1CN(C)CC1CCCCC1,6,-11,2,0,-8.8,31,.,12[16.7 µM]
COC(=O)c1ccc(NC(=S)NCCc2cccc(C)c2)cc1,-10,.,52,-9,.,15,1,3
O=S(=O)(c1ccc(Br)cc1)N1CCOC12CCCCC2,-16,-47,.,.,-1.1,.,-4,2
Cc1cc(C)nc(SCc2cc(=O)c(OC(=O)c3ccc(Cl)c([N+](=O)[O-])c3)co2)n1,4,0,-1,1,.,5,5,-4
CC(=O)Nc1ccc(C2=CC(=O)C[C@H](c3ccc4c(c3)OCO4)C2)cc1,.,.,-2,1,-3.3,27,18,.
Cn1c(CCNC(=O)c2ccco2)nc2cc([N+](=O)[O-])ccc21,.,1,0,-3,-0.2,.,.,.
O=C(CC1SC(N2CCOCC2)=NC1=O)Nc1ccc(Cl)c(C(F)(F)F)c1 (stereo unspecified),1,-6,0,-2,0.5,-16,-1,5
CN(C)C(=O)[C@H]1[C@H](CO)[C@H]2Cn3c(cccc3=O)[C@@H]1N2CC1CCCCC1,.,9,-1,-1,0.2,-13,.,-2[16.7 µM]
Cc1ccc([C@H]2C[C@@H](n3cc(COC(=O)c4ccccc4)nn3)[C@H](O)CN2Cc2cccs2)cc1,6,-1,1,-1,0.4,7,1,1
C/C(N)=C(/C#N)C(=O)CSc1nc2ccccc2n1CC(C)C,-6,5,.,.,-0.8,-30,2,5
CC1=C(C)CC(C(=O)Nc2ccc(C(=O)N3CCOCC3)cc2)C(C(=O)O)C1 (stereo unspecified),-4,-10,-1,3,-0.2,0,-12,-3
COc1ccc(C(=O)NCc2cn3cccc(C)c3n2)cc1OC,.,21,5,0,1.3,0,-2,11
CCCC(=O)Nc1ccc2c(c1)C(=O)N(C)C[C@H](OC)[C@@H](C)CN(CCC)[C@H](C)CO2,.,-8,4,1,.,0,-28,0[16.7 µM]
CCn1cc(C(C)NC(=O)Nc2ccc3c(c2)OCO3)c(C)n1 (stereo unspecified),.,9,0,-11,2.0,.,-6,.
CC(C)C(=O)Nc1ccc2c(c1)nc(CCN1CCN(c3ccccn3)CC1)n2C,-1,3,0,0,.,-10,5,-7
O=C(Nn1cnnc1)c1cccc(S(=O)(=O)N2CCOCC2)c1,3,.,1,.,-1.1,9,-8,-2
CC1O[C@@H](OC2C(O)C(C)O[C@H](OC(=O)[C@]34CCC(C)(C)C[C@H]3C3=CCC5[C@@]6(C)CC(O)C(O[C@@H]7OC(CO)C(O)[C@@H](O)[C@@H]7O)[C@@](C)(C(=O)O)C6CC[C@@]5(C)[C@]3(CO)CC4)C2O[C@H]2OC(C)[C@@H](O[C@@H]3OCC(O[C@@H]4OC(CO)C(O)[C@H](O)C4O)[C@@H](O)[C@@H]3O)[C@H](O)C2O)C(O)C(O)C1O (stereo partly specified),.,10,3,-1,1.7,0,.,4

# Of the compounds above, these have a Cl atom.
SMILES,PGC1a acetyl inh,GSIS activator,Cneo AK release,PglD DTNB,F508del corr,C2C12 statin,FN deposit inh,miR122 inh
Cc1c(NS(=O)(=O)c2cc(C(=O)N(C)Cc3ccccc3)ccc2Cl)c(=O)n(-c2ccccc2)n1C,6,1,3,-5,-0.6,1,-1,9
Clc1cccc(-c2nc3ccc(Br)cn3c2Cc2ccsc2)c1,-2,-2,0,3,3.0,-5,-6,7
C/C(CC(=O)NCc1ccc(Cl)cc1)=N\NC(=O)COc1ccc(C)cc1Br,17,0,0,0,-3.5,-4,-7,-2
COc1ccc(C(=O)N2C[C@H]3[C@@H](c4ccccc42)[C@H](CO)N3Cc2ccccc2Cl)cc1,-19,-14,39,0,1.9,32,4,4[16.7 µM]
O=C(C[C@H]1C=C[C@@H](NC(=O)c2cccnc2)[C@@H](CO)O1)NCc1ccc(Cl)c(Cl)c1,-8,-7,-8,19,1.9,-12,-3,2[16.7 µM]
Cc1cc(C)nc(SCc2cc(=O)c(OC(=O)c3ccc(Cl)c([N+](=O)[O-])c3)co2)n1,4,0,-1,1,.,5,5,-4
O=C(CC1SC(N2CCOCC2)=NC1=O)Nc1ccc(Cl)c(C(F)(F)F)c1 (stereo unspecified),1,-6,0,-2,0.5,-16,-1,5

# Screens deposited in PubChem by Broad Institute.
